XiGFP reactiv: activators of inactive X chromosome reactivation, primary screen, imaging, XiGFP fibroblasts, GFP high-content imaging, set 2. XiGFP mouse fibroblasts, % GFP-positive cells imaging, 3 d; cells co-treated with 5-aza-dC sensitizer; scaled so ellipticine positive control = 100%. activation, % at 7.58 µM. 360,000 compounds, 0.055% hits. AID 743238, 2013;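 active = mean normalized replicate activation at least 10% and every replicate at or above 10%; inconclusive = only one of the two criteria met; inactive = mean below 10% and not all replicates reach 10%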;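 also: 0% = median of on-plate neutral control wells and 100% = ellipticine 6 µM median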
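Assay system: SV40-immortalized XiGFP fibroblast cells, line 68-5-11; buffer or medium: DMEM plus 5-aza-dC sensitizer; compound: one concentration, pinned; timing: compounds 3 days, fix/stain 15 min at room temperature; benchmarks: positive control ellipticine, 6 µM final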
esBAF inh: Bmi1 luciferase reporter increase in mESCs, primary screen, esBAF inhibitor project, mouse ES cells, Bmi1 luciferase knock-in, single point | 24 h; 100% = twice the neutral-well signal | reporter increase, % at 12.5 µM | 350,000 compounds, 2% hits; in the data active = activation above about 40%; inconclusive = no clear call, values can overlap the other calls;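 also: 0% = median of the plate's neutral control wells and 100% = double that signal; a rise in the Bmi1 reporter signal indicates esBAF inhibition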
RAD54 branch: inhibitors of human RAD54 branch migration, primary screen, biochemical, fluorescence, single point. DNA repair and recombination protein RAD54-like (Homo sapiens), Q92698. RAD54 Holliday junction branch migration, FAM/BHQ fluorescence. inhibition, % at 10.4 µM. 360,000 compounds, 0.14% hits. AID 602329, 2012;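 active = mean normalized replicate activity at least 40 and at least half of replicates scoring 40 or more; inconclusive = only one of the two criteria met; inactive = mean below 40 and under half of replicates reaching 40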;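 also: 0% = median of neutral control wells and 100% = median of positive control wells; inhibitors cause a drop in the FAM fluorescence signal; in these data hits start at about 50%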
Target sequence (Q92698 whole entry, looked up): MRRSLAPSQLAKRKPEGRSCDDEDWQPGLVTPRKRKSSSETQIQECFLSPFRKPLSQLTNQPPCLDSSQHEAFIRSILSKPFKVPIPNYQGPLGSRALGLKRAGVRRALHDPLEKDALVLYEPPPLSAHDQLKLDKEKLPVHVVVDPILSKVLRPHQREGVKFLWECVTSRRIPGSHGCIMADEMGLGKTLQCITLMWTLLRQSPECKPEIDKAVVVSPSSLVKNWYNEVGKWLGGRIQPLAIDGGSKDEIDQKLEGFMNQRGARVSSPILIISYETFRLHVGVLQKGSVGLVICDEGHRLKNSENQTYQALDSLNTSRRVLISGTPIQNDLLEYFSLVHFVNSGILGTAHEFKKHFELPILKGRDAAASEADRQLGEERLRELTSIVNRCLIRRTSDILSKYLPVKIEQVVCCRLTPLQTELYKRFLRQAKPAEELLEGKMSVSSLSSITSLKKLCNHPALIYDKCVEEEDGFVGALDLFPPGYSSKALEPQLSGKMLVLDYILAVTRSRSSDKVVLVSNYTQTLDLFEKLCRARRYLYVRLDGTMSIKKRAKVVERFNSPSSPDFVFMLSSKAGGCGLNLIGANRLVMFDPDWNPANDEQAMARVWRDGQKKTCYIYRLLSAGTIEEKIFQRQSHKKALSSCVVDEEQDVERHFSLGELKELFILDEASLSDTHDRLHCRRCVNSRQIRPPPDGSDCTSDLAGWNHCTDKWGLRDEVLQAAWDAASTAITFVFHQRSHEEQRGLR
RAD52 inh: RAD52 DNA annealing inhibitors, primary screen, biochemical, FRET, single point, set 2. DNA repair protein RAD52 homolog (Homo sapiens), P43351. recombinant RAD52 DNA annealing, FRET fluorescence. inhibition, % at 18.7 µM. 360,000 compounds, 0.46% hits. AID 651710, 2012;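 active = every replicate showing at least 50% inhibition; inconclusive = mean inhibition at least 50% but not in every replicate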
EWS-Fli inh: EWS/Fli-driven NR0B1 reporter inhibitors, primary screen, A673 cells, NR0B1 luciferase, luminescence, MLPCN library; viability-normalised; inhibition, % at 12.6 µM; 350,000 compounds, 0.67% hits; AID 651661, 2012;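 active = mean inhibition of at least 50% after viability correction, with every replicate also passing that limit; inconclusive = mean reaches 50% but only one of two replicates passes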;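 also: firefly luciferase signal divided by Alamar Blue viability fluorescence both relative to DMSO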
S100A4 inh HTS: inhibitors of S100A4-myosin IIA peptide binding, primary screen, biochemical, fluorescence polarization, TAMRA-MyoIIA peptide. Protein S100-A4 (Homo sapiens), P26447. inhibition, % at 10.7 µM. 360,000 compounds, 0.14% hits;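 active = mean inhibition of at least 70% across replicates, with every replicate also reaching that level; inconclusive = mean inhibition reaches 70% but some replicates fall short; inactive = mean inhibition below 70%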
Target sequence (P26447 whole entry, looked up): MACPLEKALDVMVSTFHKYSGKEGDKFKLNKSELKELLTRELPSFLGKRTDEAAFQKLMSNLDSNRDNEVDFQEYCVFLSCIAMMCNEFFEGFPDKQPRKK
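Compound dosing: one dose per compound; test system: human S100A4 monomer with TAMRA-labelled myosin IIA peptide; probe or stimulus: TAMRA-labelled myosin IIA heavy-chain peptide probe, 5 nM; medium: HEPES buffer with Ca2+, pH 7.2; schedule: 5 min incubation before reading; benchmarks: neutral control DMSO, positive control TFP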
E-selectin induc: E-selectin induction in HUVECs, primary screen, imaging, HUVEC, immunofluorescence imaging, single point | P16581 | normalized: neutral wells 0, TNF-alpha wells 100 | activation, % at 7.58 µM | 260,000 compounds, 0.37% hits | AID 686992, 2013;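 active = mean E-selectin-positive cell signal at least 10% of the positive control, reached in at least 60% of replicates, without over 20% cell loss; inconclusive = no rule given, readout overlaps actives, possibly toxicity-flagged; inactive = the rest, including those meeting only one limit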;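 also: in these data hits start at about 27%; measured in HUVEC primary endothelial cells; signal is the percent of cells scored E-selectin positive by PE staining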
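Read-out basis: % PE-positive cells; Test system: HUVEC primary endothelial cells; Technique: immunofluorescence imaging; Dosing: single-point compound dose.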
FN deposition inh: inhibitors of fibronectin matrix deposition, primary screen, AH1F cells, Alexa488-fibronectin fluorescence, plate reader | inhibition, % at 12.6 µM | AID 743247, 2014 | AH1F fibroblasts, overnight | 350,000 compounds, 0.086% hits;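 active = mean inhibition across replicates of 30% or more, regardless of how many single replicates reach that level; inconclusive = mean under 30% yet at least half of replicates reach 30%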;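 also: positive control wells lacked labelled fibronectin entirely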
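test system = AH1F fibroblasts assembling fluorescent fibronectin matrix | quantity = 10000 AH1F cells per well | buffer or medium = DMEM plus 2% serum, read in PBS | doses = single dose, pinned | incubation = 1 h cell attachment, overnight exposure to compound and label | detection = fluorescence at 485 nm excitation, 525 nm emission | read-out basis = inhibition from reduced deposited-fibronectin fluorescence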
The depositor's hits bear a star; ? = inconclusive; . = not tested or not shown; & = joins results of further samples.

SMILES	XiGFP reactiv	esBAF inh	RAD54 branch	RAD52 inh	EWS-Fli inh	S100A4 inh HTS	E-selectin induc	FN deposition inh
C[C@H](CO)N1C[C@H](C)[C@H](CN(C)C(=O)c2ccncc2)OCCCC[C@H](C)Oc2ccc(NS(=O)(=O)c3ccc(F)cc3)cc2C1=O	0.2	0	1	3	7	-26	0.0	-3
CC(C)CCNC(=O)CN(Cc1ccccc1)C(=O)CCC(=O)Nc1ccccn1	-0.1	-4	0	-4	.	-1	.	-5
CCOC(=O)N/N=C\c1ccc(-c2cccc(C(F)(F)F)c2)o1	0.0	.	.	-39	-12	2	0.7	4
COc1ccc(NC(=O)N(C)C[C@H]2Oc3cc(C#CCC(C)C)ccc3S(=O)(=O)N([C@H](C)CO)C[C@H]2C)cc1	-1.1	-5	4	20	-1	3	0.0	.
C[C@H]1CN([C@@H](C)CO)S(=O)(=O)c2ccc(C#Cc3ccncc3)cc2O[C@H]1CN(C)C(=O)C1CC1	-0.4	.	-7	-20	-1	-3	0.9	.
COc1ccc(C2CC(c3cccs3)=NN2c2nc(-c3ccccc3)cs2)cc1OC (stereo not given)	.	-1	-3	-25	-15	-8	.	.
O=C(Nc1ccc(NC(=O)C2CCCCC2)nc1)c1cccs1	0.1	.	.	-13	-94	1	-5.9	0
CCOC(=O)CN(C(=O)CSc1nnc(COc2ccc(OC)cc2)n1CC)c1ccccc1	0.1	-2	-17	-4	4	-10	6.2	3
COc1ccc(C2CCCN2C(=S)Nc2cccc(Cl)c2)cc1OC (stereo not given)	1.3	-3	-12	-6	-1	9	4.8	0
c1cncc(CNCc2ccco2)c1	0.1	-5	0	-7	0	-3	-0.2	-1
N#Cc1ccccc1OCC(=O)NNC(=O)CCNC(=O)c1ccccc1	0.2	-7	6	-10	1	1	.	3
CC(Sc1nc2ccccc2c(=O)n1CCCN1CCOCC1)C(=O)N1CCc2ccccc21 (stereo not given)	0.0	.	.	-8	7	-5	2.5	-3
Cc1ccc(S(=O)(=O)Nc2ccc3c(c2)C(=O)N([C@@H](C)CO)C[C@@H](C)[C@H](CN(C)Cc2ccc(C(F)(F)F)cc2)O3)cc1	0.2	1	.	.	14	.	0.1	8
O=C(NCC[C@H]1CC[C@@H](NS(=O)(=O)Cc2ccccc2)[C@H](CO)O1)C1CC1	-0.5	-1	-2	-3	0	-1	0.6	-5
C[C@H](CO)N1C[C@H](C)[C@H](CN(C)Cc2ccc(C(F)(F)F)cc2)Oc2c(NC(=O)C3CCCCC3)cccc2C1=O	-1.0	-2	3	-21	13	7	1.5	.
O=C(COc1ccc(F)c(Cl)c1)c1ccc[nH]1	.	38	6	-5	.	9	.	1
Cn1c(=O)c2cc(S(=O)(=O)NCCC(=O)Nc3ccc(F)cc3F)ccc2n(C)c1=O	0.0	.	.	4	4	-3	1.2	-10
COCC(=O)Nc1ccc2c(c1)C(=O)N(C)C[C@@H](OC)[C@@H](C)CN(C(=O)c1ccccn1)[C@H](C)CO2	0.4	-2	-4	-13	0	1	0.2	-4
COc1ccc(Cc2nnc(SCC(=O)N3CCc4ccccc4C3)o2)cc1	.	-4	6	-11	0	0	.	.
CN(C)S(=O)(=O)c1cccc(NC(=O)c2cc3c(cc2Cl)N2CCCCCC2=NS3(=O)=O)c1	0.0	.	.	-2	-3	3	-0.7	5
O=C1c2ccc([N+](=O)[O-])cc2C(=O)N1CNc1ccccn1	0.0	.	.	-9	1	1	-5.0	4
CCOc1ccc(N(C)S(=O)(=O)c2cc(-c3cc(C)no3)ccc2C)cc1	0.1	-3	7	-23	.	4	.	10
O=C(Nc1nccs1)c1ccc([N+](=O)[O-])cc1Cl	0.3	23	-6	-6	-21	-3	-0.1	3
Cc1noc(C)c1NC(=O)Nc1ccc2c(c1)C(=O)N([C@@H](C)CO)C[C@@H](C)[C@@H](CN(C)S(=O)(=O)c1cn(C)cn1)OCCCC[C@@H](C)O2	-0.4	5	-2	0	-7	-5	0.6	.
Cc1cccc(C)c1NC(=O)C(c1ccccc1)N1CCN(C/C=C/c2ccccc2)CC1 (stereo not given)	-0.2	-3	-11	-8	12	-4	0.4	0
O=C(Nc1cccc(S(=O)(=O)Nc2ccccc2Cl)c1)c1ccc(Cl)nc1	0.1	9	2	-3	3	-3	.	1
COc1ccc(-c2ccc3n(c2=O)C[C@@H]2[C@@H](CO)[C@H](C(=O)N(C)C)N(CC4CCCC4)[C@H]32)cc1	0.6	-1	4	-14	8	-4	-0.2	.
O=C(O)c1ccc(Cl)c(S(=O)(=O)N(Cc2ccccc2)c2ccc(Cl)cc2)c1	0.1	-1	-1	-14	1	5	0.2	-7
Nc1cc(N)nc(SCc2ccc(Cl)cc2)n1	0.0	33	-5	-2	-49	0	-0.1	9
Cc1ccc(S(=O)(=O)N(C)C[C@H]2Oc3c(NC(=O)Nc4c(C)noc4C)cccc3C(=O)N([C@H](C)CO)C[C@@H]2C)cc1	-0.6	-4	2	4	6	4	0.0	.
O=C(OCC(=O)N1CCN(c2ccccc2)CC1)c1ncc(Cl)c(Cl)c1Cl	0.0	-6	.	-8	1	-9	-1.5	0
CC1CC(OC(=O)C(O)c2ccccc2)CC(C)(C)N1C (stereo not given)	0.0	-8&-1	-3&10	5	-10	-3&11	-0.2	-1
O=C(C[C@@H]1C=C[C@@H](NC(=O)Nc2ccc(C(F)(F)F)cc2)[C@H](CO)O1)NCCN1CCCC1	0.0	3	-9	0	-16	6	-0.3	-7
CC1CCN(C(=O)COC(=O)CCC(=O)c2cccs2)CC1	0.7	1	1	-7	1	-2	1.2	-2
CCOC(=O)c1ccc(N(CC(=O)NCC2CCCO2)C(=O)CCC(=O)Nc2cc(C)on2)cc1 (stereo not given)	0.0	-13	-8	-22	2	-1	.	10
COc1ccccc1NC(=O)C(=O)c1cn(CC(=O)N2CCOCC2)c2ccccc12	0.0	?	4	-85	-62	10	.	8
CCCNC(=O)c1[nH]c(C)c(C(C)=O)c1C	.	-5	-4	.	.	.	1.0	3
Cc1nc(SCc2ccc(O)c([N+](=O)[O-])c2)n[nH]1	0.0	.	.	4	-22	3	-2.3	8
NC(=S)N/N=C/c1ccc(/C=N/NC(N)=S)cc1	0.0	-6	-1	-29	2	1	20	-9
COC(=O)CCCC(=O)OC	.	-12	-2	-6	-4	-4	.	.
Cc1noc(C)c1NC(=O)N(C)C[C@H]1Oc2ccc(NC(=O)NC(C)C)cc2C(=O)N([C@H](C)CO)C[C@H]1C	-0.2&0.0	-2	0	-14	0	-3	-0.2&0.1	-5
N#C[C@H]1[C@H](c2ccccc2-c2ccccc2F)[C@@H](CO)N1C(=O)Cc1ccccc1	0.0	.	.	-3	8	5	0.0	5
CCCCN(CCCC)S(=O)(=O)c1c(C)[nH]c(=O)[nH]c1=O	0.2	.	.	-15	2	-2	6.2	3
NC(=O)CSc1ncc(-c2ccccc2)[nH]1	.	19	4	-11	-21	-10	.	.
O=C1CCc2cc(S(=O)(=O)NC(C(=O)N3CCN(c4ccccn4)CC3)c3ccccc3)ccc2N1 (stereo not given)	-0.1	.	.	-9	-2	1	.	-1
CC(C)C[C@@H]1Cc2[nH][nH]c(=O)c2[C@H](c2ccc(Cl)cc2)O1	0.0	.	.	1	-9	-4	-0.1	12
CN(C(=O)CN1CCN(c2cnn(-c3ccccc3)c(=O)c2Cl)CC1)C1CCS(=O)(=O)C1 (stereo not given)	0.1	6	-5	-19	5	-7	.	2
COc1cccc(-c2ccc3c(c2)[C@@H]2[C@@H](CCN2C(=O)Cc2ccccc2)[C@@H](CO)N3)c1	0.0	23	-6	-83	17	-20	-0.7	12
CCS(=O)(=O)NCC[C@H]1CC[C@H](NC(=O)C2CCOCC2)[C@@H](CO)O1	0.0	-2	-3	-16	-2	3	0.1	9
CCCNC(=O)C1=C(C)C(=O)OC12CCC(C)CC2 (stereo not given)	-0.1	-10	5	-5	-2	-2	3.1	-9
Going on with the list.
SMILES	XiGFP reactiv	esBAF inh	RAD54 branch	RAD52 inh	EWS-Fli inh	S100A4 inh HTS	E-selectin induc	FN deposition inh
CC1CCCC(C)N1CCCNC(=O)CCn1c(=O)c2cccn2c2cccnc21 (stereo not given)	0.1	-4	8	-3	-2	-2	.	-1
COc1ccc(CCNC(=O)c2ccc3nc(N4CCCCC4)sc3c2)cc1OC	0.3	51*	5	8	-39	-1	0.0	1
CC(C)NC(=O)N1CCCCN2[C@H](C1)[C@@H](c1ccc(C#C[C@H](C)O)cc1)[C@@H]2CO	0.2	.	-10	-9	-17	-2	-0.5	.
CCC(=O)N1CCc2cc(S(=O)(=O)N3CCCC3)ccc21	0.0	-7	9	-27	-2	-4	.	-2
Cc1ccc(NC(=O)CSc2nc3ccccc3nc2N2CCOCC2)cc1	0.1	-2	6	-8	-24	1	1.3	4
CC(C)N1CN(c2ccccc2)C(=S)N(c2ccccc2)C1	0.1	.	3	-9	1	2	-0.1	3
Cc1noc(C)c1NC(=O)N(C)C[C@H]1Oc2c(NC(=O)Nc3ccc(C(F)(F)F)cc3)cccc2C(=O)N([C@H](C)CO)C[C@@H]1C	0.1&0.1	-2&7	23&-3	-11	-3&-10	-2	-0.4&1.6	-4
CCOC(=O)C1=CN(Cc2cccc(-c3ccc(Cl)nc3)c2)S(=O)(=O)N(C)C1C (stereo not given)	-0.1	?	3	1	-38	5	.	9
CCc1ccc2oc(C(=O)Nc3nonc3C)c(C)c2c1	0.1	78*	1	-9	-60	-3	-0.6	-2
C[C@H](CO)N1C[C@H](C)[C@H](CN(C)C(=O)c2ccccc2)OCCCC[C@H](C)Oc2ccc(NC(=O)Nc3ccc(C(F)(F)F)cc3)cc2C1=O	0.0	-11	6	-11	-7	15	2.8	.
CCCC#Cc1cnc2c(c1)C(=O)N([C@@H](C)CO)C[C@@H](C)[C@H](CN(C)C(=O)c1ccccc1)O2	-0.5	11	0	14	5	10	-0.1	-1
COc1ccc(OCCN(C)CC(=O)Nc2c(C)cccc2C)cc1	0.0	-4	9	0	9	0	0.0	0
CC(=O)N1[C@@H]2c3ccc(/C=C/c4ccccc4)c(=O)n3C[C@@H]2[C@@H](CO)[C@@H]1C(=O)Nc1nccs1	0.2	1	0	-2	0	4	0.1	.
